TLR9-MyD88 block: inhibitors of TLR9-MyD88 association in cells, primary screen, cell-based, CHO, BLA complementation, fluorescence | CCF4 FRET ratio | inhibition, % at 4.98 µM | 340,000 compounds, 0.21% hits;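 active = inhibition above the mean over all tested compounds plus 3 SD, cut at about 21% in these data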;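 note: 0% = DMSO only wells and 100% = clavulanate BLA inhibitor control wells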
NOD2-RIPK2 inh: NOD2-RIPK2 binding disruptors in cells, primary screen, fluorescence, CHO cells, BLA complementation. CCF4 ratio. inhibition, % at 4.98 µM. 360,000 compounds, 0.38% hits; in the data active = inhibition above about 21%;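 note: 0% = vehicle only and 100% = reference blocker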
Target sequence (O43353 whole entry, looked up): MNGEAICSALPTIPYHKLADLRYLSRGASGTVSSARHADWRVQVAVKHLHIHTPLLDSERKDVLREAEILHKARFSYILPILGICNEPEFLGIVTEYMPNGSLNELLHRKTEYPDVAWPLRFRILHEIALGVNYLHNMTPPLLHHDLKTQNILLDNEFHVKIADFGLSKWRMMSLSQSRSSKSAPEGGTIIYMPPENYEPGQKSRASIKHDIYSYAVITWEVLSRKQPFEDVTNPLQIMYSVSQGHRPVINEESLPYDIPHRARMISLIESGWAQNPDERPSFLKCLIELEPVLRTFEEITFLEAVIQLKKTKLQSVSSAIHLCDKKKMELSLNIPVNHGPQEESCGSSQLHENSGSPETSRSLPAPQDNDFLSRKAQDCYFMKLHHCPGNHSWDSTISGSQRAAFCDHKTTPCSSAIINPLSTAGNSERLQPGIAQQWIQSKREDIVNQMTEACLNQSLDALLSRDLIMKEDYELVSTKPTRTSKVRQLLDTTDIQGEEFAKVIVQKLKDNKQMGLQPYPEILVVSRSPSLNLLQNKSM
Granule exo inh: LAMP-1 surface exposure blockers, TALL-104 cells – cell-based, flow cytometry, MLPCN library, primary screen; TALL-104 LAMP-1 surface exposure; cells stimulated with thapsigargin and PMA; 360,000 compounds, 0.66% hits; AID 651702, 2012; inhibition, % at 10 µM;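 active = inhibition above about 55%, limit read from the data; inconclusive = no clear call, values can overlap the other calls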
MC4R barr agon: MC4R agonists recruiting beta-arrestin, primary screen, cell-based, luminescence, agonist arm of biased-ligand search; Melanocortin receptor 4 (Homo sapiens), P32245; U2OS MC4R beta-arrestin complementation; percent of melanotan II response, DMSO zero; activation, % at 8.9 µM; 360,000 compounds, 0.98% hits; AID 540308, 2011;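 active = activation above a per-plate cutoff, the mean activation of sample wells on that plate plus 3 SD, cut at about 8% in these data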
Target sequence (P32245 whole entry, looked up): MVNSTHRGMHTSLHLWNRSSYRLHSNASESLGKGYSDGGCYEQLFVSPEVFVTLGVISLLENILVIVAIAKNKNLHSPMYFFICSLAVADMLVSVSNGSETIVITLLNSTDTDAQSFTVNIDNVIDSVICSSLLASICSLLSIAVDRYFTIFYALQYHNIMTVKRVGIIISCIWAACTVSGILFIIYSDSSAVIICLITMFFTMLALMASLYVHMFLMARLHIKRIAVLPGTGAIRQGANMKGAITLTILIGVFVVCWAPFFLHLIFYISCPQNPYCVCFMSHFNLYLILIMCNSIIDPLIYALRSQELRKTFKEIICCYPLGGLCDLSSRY
aDG glyco act: activators of alpha-DG glycosylation, primary screen, uHTS, Pro5-aDG cells, AlphaScreen | 360,000 compounds, 0.22% hits | alpha-DG glycosylation AlphaScreen (IIH6); 0% Pro5, 100% B10-LARGE cell signal | activation, % at 10 µM;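 active = activation of at least 8% versus controls, or a plate z-score of at least 8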;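 note: Pro5 are CHO cells carrying HIG-tagged alpha-DG that lacks glycosylation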
N-glyco inh: increase of ERlucT glycosylation luciferase signal, primary screen, N-linked glycosylation inhibitor project, D54 ERlucT cells, luminescence, set 2 | D54 ERlucT glycosylation luciferase reporter, 24 h; percent of 100 nM tunicamycin response | 360,000 compounds, 0.23% hits | reporter increase, % at 12.5 µM;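 active = mean luciferase reporter signal, scaled so untreated is 0 and the glycosylation-blocking control 100, at or above a set limit in every replicate; inconclusive = mean reaches the limit but not every replicate does; inactive = mean below the limit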;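 note: luciferase carries N-glycosylation sites so blocking glycosylation raises the light; 0% = median of neutral control wells and 100% = median of 100 nM tunicamycin wells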
Vif inh: HIV Vif self-association inhibitors, primary screen, imaging, HEK293T, single point; 340,000 compounds, 0.35% hits; HEK293T cells, Vif self-association by quenched fluorescence, 24 h; inhibition, % at 7.49 µM; in the data active = inhibition above about 50%, passing the limit was not always enough; inconclusive = no clear call, values can overlap the other calls; inactive = below about 31%; note: some results filed as inactive read as strong as hits
ABHD5-PLIN5 inh: ABHD5-PLIN5 interaction inhibitors, primary screen, cell lysate, split luciferase complementation, luminescence. Perilipin-5 (Homo sapiens) + 1-acylglycerol-3-phosphate O-acyltransferase ABHD5 (Homo …. Split G. princeps luciferase complementation, 4 h. inhibition, % at 4 µM. 360,000 compounds, 0.78% hits. AID 602281, 2012;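 active = inhibition above the mean inhibition across every tested compound plus 3 SD, cut at about 22% in these data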;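 note: 0% = DMSO only wells and the 100% control is not disclosed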
ABCB6 inh 2: ABCB6 transporter inhibitors, primary screen, K562-ABCB6 cells, flow cytometry, MLPCN library | K562-ABCB6 porphyrin accumulation, 1 h; hits give low values | fluorescence ratio to DMSO, % at 10 µM | 360,000 compounds, 0.19% hits | AID 602162, 2011;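 active = fluorescence ratio to DMSO below 75%, the collection mean minus 3 SD; inconclusive = too few cells collected in the well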;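 note: signal is porphyrin accumulated inside mitochondria; 100% equals median channel fluorescence of DMSO control wells; lower ratio means ABCB6 inhibition with less porphyrin fluorescence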
MC4R antag cAMP: MC4R antagonists of cAMP signaling, primary screen, cell-based, TR-FRET, antagonist arm of biased-ligand search. MC4R-expressing cells, MTII-stimulated cAMP, LANCE TR-FRET. Melanocortin receptor 4 (Homo sapiens), P32245. inhibition, % at 6.5 µM. 360,000 compounds, 0.48% hits;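 active = inhibition above its plate's cutoff, the mean of tested wells on that plate plus 3 SD, cut at about 29% in these data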;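 note: 0% = Melanotan II alone and 100% = Melanotan II plus saturating MCL0020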
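system = U2OS cells with stable human MC4R expression | also added = Melanotan II challenge after compound preincubation | dosing = one concentration, 6.5 µM nominal | incubation = compound 30 min, challenge 1 h, detection 1 h | measured by = TR-FRET with Eu-cAMP and labeled anti-cAMP, 671 nm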
* hit, by the source's call; ? = inconclusive; nt = not tested or not shown. An excerpt. The share of hits here may be higher or lower than overall.

SMILES	TLR9-MyD88 block	NOD2-RIPK2 inh	Granule exo inh	MC4R barr agon	aDG glyco act	N-glyco inh	Vif inh	ABHD5-PLIN5 inh	ABCB6 inh 2	MC4R antag cAMP
COc1ccc(C2=NN(C(=O)c3ccccc3)C(c3cccc([N+](=O)[O-])c3)C2)cc1 (stereo not given)	-10	-15	4	-1.0	-0.3	-5	-5	1	92	-2
Cc1c(C(=O)NCCSCc2cccc(C(F)(F)F)c2)cnn1-c1ccc(F)cc1	-3	-1	-5	1.4	0.2	-1	-1	-12	97	6
Fc1ccccc1-c1n[nH]c(=S)n1C1CC1	-8	-10	-1	-1.6	0.0	3	4	0	92	1
COc1ccc(C(=O)NCCS(=O)(=O)NC2CCCC2)cc1	-3	10	0	-2.9	0.1	1	-3	-9	103	3
Cn1cc(C(=O)N/N=C/C(Br)=C/c2ccccc2)ccc1=O	-2	-5	2	-0.7	-0.5	25*	4	27*	138	-16
COC(=O)CCCC1=CC2=C(c3ccccc3)C(=O)C(C)(OC(=O)C3CCCC3)C(=O)C2=CN1Cc1ccc2c(c1)OCO2 (stereo not given)	-16	7	-5	-0.7	-0.4	-2	12	1	103	3
CCCC(=O)Nc1nnc(Sc2ccc(N(C)C)cc2)s1	4	5	-3	3.6	-0.3	2	-49	-5	105	-2
CCCCCC(=O)N1C[C@@H](n2cc(C3CC3)nn2)[C@H](O)C[C@@H]1c1ccc(OC)cc1	-2	8	-2	0.3	0.1	2	2	6	95	9
CC1=CC(c2ccccc2)n2nc(N3C(=O)c4ccccc4C3=O)nc2N1 (stereo not given)	3	0	8	-1.7	0.1	1	5	2	96	9
O=C(Nc1ccc(Cl)cc1)c1cc2c(cc1O)[nH]c1ccccc12	7	10	21	0.3	-0.1	-7	1	-6	86	8
COc1ccc([C@@H]2C[C@@H](c3ccccc3)Oc3cc(C)cc(C)c32)cc1	3	1	2	0.0	-0.1	0	10	-11	98	11
O=C(CN(Cc1ccco1)C(=O)CNS(=O)(=O)c1ccc(Cl)cc1)NC1CCCCC1	-9	-5	-4	-0.7	-0.2	-3	?	-14	97	4
CC1=NNC(=O)c2ccccc2O1	4	-3	9	-0.7	-0.4	5	1	1	105	-11
CCOC(=O)CSc1ccc(S(=O)(=O)N2CCCCC2)cc1[N+](=O)[O-]	-3	2	-3	-0.5	-0.3	0	-12	-2	95	24
COCCNC(=O)CSc1nc2ccccc2c(=O)n1CC1CCCO1 (stereo not given)	-3	-1	0	-1.6	0.3	0	6	-4	96	7

Among those listed so far, 2 contain a nitro group on carbon.
SMILES	TLR9-MyD88 block	NOD2-RIPK2 inh	Granule exo inh	MC4R barr agon	aDG glyco act	N-glyco inh	Vif inh	ABHD5-PLIN5 inh	ABCB6 inh 2	MC4R antag cAMP
COc1ccc(C2=NN(C(=O)c3ccccc3)C(c3cccc([N+](=O)[O-])c3)C2)cc1 (stereo not given)	-10	-15	4	-1.0	-0.3	-5	-5	1	92	-2
CCOC(=O)CSc1ccc(S(=O)(=O)N2CCCCC2)cc1[N+](=O)[O-]	-3	2	-3	-0.5	-0.3	0	-12	-2	95	24

Next records.
SMILES	TLR9-MyD88 block	NOD2-RIPK2 inh	Granule exo inh	MC4R barr agon	aDG glyco act	N-glyco inh	Vif inh	ABHD5-PLIN5 inh	ABCB6 inh 2	MC4R antag cAMP
Cc1cc(C(=O)NNC(=O)CN2C(=O)NC(C)(c3ccccc3)C2=O)c(C)o1 (stereo not given)	3	-5	-5	-3.8	-0.1	0	4	-6	92	-1
CCOc1ccc(CC(C(N)=O)C(N)=O)cc1CN(C)C	1	2	-2	0.3	-0.3	-1	7	9	96	0
CCOc1nc(NC(=O)NS(=O)(=O)Oc2cccc(Cl)c2)nc(-c2ccccc2)n1	2	6	0	-0.2	0.5	3	-5	5	122	5
CSc1nc(O)c(C(c2ccc(O)cc2)c2c(O)nc(SC)[nH]c2=O)c(=O)[nH]1	-7	-3	5	-0.3	-0.2	3	-7	50*	96	-2
C/C(=C\C(=O)c1ccc(Br)cc1)N1CCCCC1	6	-1	-2	0.0	-0.1	0	-3	13	97	13
CCCCN(C=O)c1c(CC)nc2ccc(C(=O)N(C)Cc3ccccc3)cn12	nt	5	0	-1.7	0.1	0	-1	4	98	-8
COC(=O)Nc1ccc(S(=O)(=O)Nc2ccccc2F)cc1	-2	3	-1	-1.8	-0.2	0	nt	1	95	-4
Oc1ccc(N2CCN(Cc3nc4ccccc4[nH]3)CC2)cc1	1	-3	-6	-1.9	0.0	1	-6	1	94	2
O=C(Nc1ccccc1N1CCN(c2ccccc2)CC1)c1ccccc1F	2	-2	-4	1.3	0.0	-2	-2	3	97	7
COc1ccc(-n2nc3c(N4CCC(C(=O)NCC(C)c5ccccc5)CC4)nnc(C)c3c2C)cc1 (stereo not given)	4	2	5	-1.2	2.7	1	-12	7	98	15
COC(=O)Nc1ccc(S(=O)(=O)N2CCCC(C(=O)N3CCCCCC3)C2)cc1 (stereo not given)	-9	-3	1	-0.8	0.0	1	4	4	104	-8
Cc1nn(-c2ccccc2)c(N)c1N=Nc1ccc(Cl)cc1	7	7	-2	-1.8	-0.3	3	4	-1	102	3
Cc1ccc(-c2c[n+](CC(=O)Nc3ccccc3)c3n2CCC3)cc1	-8	4	-2	-2.1	0.0	1	-1	2	99	10
COC(=O)c1ccc(C(=O)OC)c(NC(=O)CN2CCCCC2)c1	0	-10	5	0.7	-0.1	1	6	-4	105	4
O=C(Oc1ccc(C(=S)N2CCOCC2)cc1)c1ccc([N+](=O)[O-])cc1	1	7	-7	0.5	0.0	0	-21	0	100	34*
CC(=O)Nc1nnc(SCc2cccc(F)c2)s1	-16	-7	0	-1.1	-0.2	1	8	-5	99	1
CCOc1ccc(/C=N/n2nnnc2N)cc1O	1	2	-2	-0.7	0.1	1	1	1	108	9
C#CCNC(=O)C1=C[C@H](c2ccc(C(F)(F)F)cc2)[C@@H](CCCO)[C@H](OCC)O1	7	-13	-4	-1.2	0.2	3	-2	0	94	2
COc1ccc(OC)c(N2CC(O)(c3cccs3)[N+]3=C2SCCC3)c1 (stereo not given)	5	-5	1	2.2	-0.2	2	-3	1	94	-3
COc1cc(Br)cc(C=Nc2cccc(C(F)(F)F)c2)c1O	1	-6	0	1.9	-0.1	3	1	-4	101	15
COc1ccc(OCC(=O)NNC(=O)c2c(-c3ccccc3Cl)noc2C)cc1	-7	-4	5	-0.4	0.1	-1	-3	-3	97	12
COC(=O)c1c(C(=O)OC)c2n(c1C)CCS2	-5	2	-2	-1.1	0.1	3	-10	1	98	3
CS(=O)(=O)Nc1ccc(C2=NN(S(C)(=O)=O)C(c3cccs3)C2)cc1 (stereo not given)	-8	-5	-1	-1.2	-0.4	-1	-2	-8	133	12
Cc1ccc(NC(=O)N2CCC(NC(=O)C(C)(C)C)CC2)cc1	-5	0	3	0.8	0.1	nt	nt	5	95	3
Cc1cccc(NC(=S)N2CCC(C(=O)c3ccc(F)cc3)CC2)c1C	-9	-7	1	0.8	0.0	0	3	0	94	-2
CC(=O)NC(Cc1ccc(F)c(F)c1)C(=O)NC1CCN(S(=O)(=O)c2ccc(C)cc2)CC1 (stereo not given)	-6	-2	11	1.4	0.1	4	2	5	98	7
Cc1cc(=O)oc2n[nH]c(-c3ccccc3)c12	-8	-2	-8	-0.6	-0.2	-1	29	2	110	-1
Cc1ccc(Cn2c(C)c(C(=O)NCc3cccc(C(F)(F)F)c3)sc2=O)cc1	nt	1	-7	3.9	0.0	-7	-3	-6	103	-3
CC(C)c1ccc(/C=C2\SC(N3CCOCC3)=NC2=O)cc1	-3	0	1	-0.2	0.7	0	4	4	98	-3
CCCc1nc2sc3c(c2c(=O)[nH]1)CCCC3	-3	-6	-5	-1.6	1.8	1	-1	-8	98	-1
COc1ccc(/C=N/NC(=O)c2cccnc2)cc1COc1ccc([N+](=O)[O-])c(C)c1	nt	1	44	-2.3	-0.2	11	nt	2	98	-14
O=C(Cc1nnc(NC(=O)Nc2ccc(Cl)cc2)s1)NCc1ccccc1	-5	-4	-1	2.7	-0.2	0	-9	14	103	-10
CCCCCCCNC(=O)C1(CC2CC(c3ccc(Cl)cc3)=NO2)CCN(C(=O)c2ccccc2)CC1 (stereo not given)	6	-1	-8	4.8	0.3	-4	-1	6	93	12
Cc1ccc(S(=O)(=O)C[C@@H]2OC[C@H](C(C)C)N2S(=O)(=O)c2ccc(C)cc2)cc1	nt	-10	-2	nt	0.2	nt	nt	0	nt	nt
CC(C)(C)N(CC(=O)NC1CCCCC1)C(=O)CS(=O)CC(=O)Nc1ccc(F)cc1 (stereo not given)	-9	5	0	-0.5	0.0	0	-3	-11	102	6
Cc1cc2cc3c(cc2nc1SCc1ccc(C(=O)O)cc1)OCCO3	-14	6	4	-0.4	-0.2	1	2	-2	100	2
CCCCC(=O)c1ccc(O)cc1	-1	-10	-1	-1.8	-0.3	2	-4	-2	104	3
CC1(C)NC(=O)N(CC(O)CN2C(=O)NC(C)(C)C2=O)C1=O	7	-4	0	-2.4	0.4	3	16	6	97	13
Cc1ccc(-n2ncc3c(NCc4ccco4)ncnc32)c(C)c1	-8	-3	10	1.3	-0.1	0	9	4	99	19
COc1ccccc1N1CCN(CCN2C(=O)CC3(CCCC3)CC2=O)CC1	1	-4	-1	0.5	3.1	-2	-3	0	97	-1
Cc1ccc(NC(=O)c2cc(NC(=O)CCCC(=O)O)ccc2Cl)cc1Cl	-8	-3	0	-0.2	0.3	0	1	9	94	-3
O=C(c1ccc(F)cc1)N1CCN(Cc2ccccc2Br)CC1	1	-3	4	-2.4	-0.2	-6	nt	7	96	0
O=C(COC(=O)c1n[nH]c2ccccc12)NC(=O)NC12CC3CC(CC(C3)C1)C2	4	-5	-4	18*	-0.2	-3	-16	2	89	2
CN(C(=O)c1ccc(=O)[nH]c1)C1(C(=O)NC2CCCCC2)CCCCC1	4	-1	2	-2.6	-0.1	3	-5	-5	92	3
O=C(Oc1ccc([N+](=O)[O-])cc1)c1cncc(Br)c1	-1	-1	1	-1.1	-0.5	-2	10	0	96	6
CCOC(=O)Cn1cc(C(=O)c2cccs2)c2ccccc21	-11	-1	-2	-0.2	0.4	0	14	1	89	0
N#Cc1c(N)n(-c2ccc(C(=O)O)cc2)c2nc3ccccc3nc12	6	-5	1	0.0	0.2	7	5	1	97	-3
COc1ccc(-c2csc(Nc3ccc(Oc4ccccc4)cc3)n2)cc1	nt	-5	-3	nt	-0.3	-3	7	-17	100	nt
CC(C)CC1=NN(C(=O)c2ccncc2)C(O)(C(F)(F)F)C1 (stereo not given)	-4	-4	0	-0.3	-0.4	1	-15	2	99	19
